Screens as filed in PubChem BioAssay.
TLR9-MyD88 block = TLR9-MyD88 interaction inhibition | Q9NR96+Q99836 | CHO BLA complementation TLR9-MyD88, CCF4 FRET ratio | inhibition, % at 4.98 µM | actives 0.21% (n = 340,000);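 active = inhibition above the mean over all tested compounds plus 3 SD, cut at about 21% in these data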;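 note: 0% = DMSO only wells and 100% = clavulanate BLA inhibitor control wells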
Target sequence (Q99836 whole entry, looked up): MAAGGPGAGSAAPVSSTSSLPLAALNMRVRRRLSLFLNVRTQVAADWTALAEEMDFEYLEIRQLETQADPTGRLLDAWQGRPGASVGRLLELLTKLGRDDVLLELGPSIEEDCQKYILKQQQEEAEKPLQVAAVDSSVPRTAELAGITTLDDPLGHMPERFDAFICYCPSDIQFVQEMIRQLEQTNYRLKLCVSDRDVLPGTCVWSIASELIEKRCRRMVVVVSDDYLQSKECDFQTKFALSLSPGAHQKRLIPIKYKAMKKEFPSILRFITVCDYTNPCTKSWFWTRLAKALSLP
Target sequence (Q9NR96 whole entry, looked up): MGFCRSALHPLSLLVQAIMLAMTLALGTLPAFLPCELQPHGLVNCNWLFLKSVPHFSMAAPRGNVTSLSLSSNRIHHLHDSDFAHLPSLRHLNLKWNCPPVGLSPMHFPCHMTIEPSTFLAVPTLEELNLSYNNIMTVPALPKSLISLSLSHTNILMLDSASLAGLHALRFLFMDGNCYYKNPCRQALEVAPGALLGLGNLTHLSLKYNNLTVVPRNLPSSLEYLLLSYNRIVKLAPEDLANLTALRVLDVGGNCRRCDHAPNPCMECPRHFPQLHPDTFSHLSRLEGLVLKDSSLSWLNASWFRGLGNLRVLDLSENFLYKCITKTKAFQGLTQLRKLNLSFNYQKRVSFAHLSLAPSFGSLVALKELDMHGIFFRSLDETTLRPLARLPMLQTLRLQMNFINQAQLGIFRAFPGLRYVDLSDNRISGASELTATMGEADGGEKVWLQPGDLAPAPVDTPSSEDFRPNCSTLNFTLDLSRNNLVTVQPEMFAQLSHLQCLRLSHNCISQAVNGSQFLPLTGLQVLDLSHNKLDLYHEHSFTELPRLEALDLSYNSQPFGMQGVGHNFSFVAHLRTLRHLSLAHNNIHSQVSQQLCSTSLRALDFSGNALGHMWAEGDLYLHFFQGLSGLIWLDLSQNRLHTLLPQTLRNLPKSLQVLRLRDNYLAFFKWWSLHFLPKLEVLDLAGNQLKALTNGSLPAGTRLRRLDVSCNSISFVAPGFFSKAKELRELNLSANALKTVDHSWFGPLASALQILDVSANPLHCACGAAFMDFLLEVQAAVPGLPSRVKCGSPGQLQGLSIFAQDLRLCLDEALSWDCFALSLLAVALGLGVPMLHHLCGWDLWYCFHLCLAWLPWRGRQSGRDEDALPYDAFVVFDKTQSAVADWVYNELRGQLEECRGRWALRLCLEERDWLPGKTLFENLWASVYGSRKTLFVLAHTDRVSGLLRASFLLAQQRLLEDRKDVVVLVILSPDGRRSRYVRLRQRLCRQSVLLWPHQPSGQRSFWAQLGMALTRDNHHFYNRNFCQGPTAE
Granule exo inh = lytic granule exocytosis inhibition; TALL-104 LAMP-1 surface exposure, flow cytometry; cells stimulated with thapsigargin and PMA; inhibition, % at 10 µM; actives 0.66% (n = 360,000);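 active = inhibition above about 55%, limit read from the data; inconclusive = no clear call, values can overlap the other calls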
MC4R ag barr = agonists of human melanocortin 4 receptor (MC4R) beta-arrestin; actives 0.98% (n = 360,000); U2OS MC4R beta-arrestin complementation, luminescence; percent of melanotan II response, DMSO zero; P32245; activation, % at 8.9 µM;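 active = activation above a per-plate cutoff, the mean activation of sample wells on that plate plus 3 SD, cut at about 8% in these data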
MC4R antag cAMP = antagonists of human melanocortin 4 receptor (MC4R); actives 0.48% (n = 360,000); MC4R-expressing cells, MTII-stimulated cAMP, LANCE TR-FRET; inhibition, % at 6.5 µM; P32245;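 active = inhibition above its plate's cutoff, the mean of tested wells on that plate plus 3 SD, cut at about 29% in these data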;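 note: 0% = Melanotan II alone and 100% = Melanotan II plus saturating MCL0020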
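Assay system: U2OS-MC4R stable cell line; Also added: Melanotan II; Technique: Eu-cAMP/anti-cAMP TR-FRET, emission 671 nm; Times: 30-min compound, 1-h challenge, 1-h detection, room temperature.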
ABHD5-PLIN5 inh = blocks binding of human ABHD5 to perilipin-5; Q00G26+Q8WTS1; Split G. princeps luciferase complementation, luminescence, 4 h; inhibition, % at 4 µM; actives 0.78% (n = 360,000); AID 602281;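 active = inhibition above the mean inhibition across every tested compound plus 3 SD, cut at about 22% in these data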;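 note: 0% = DMSO only wells and the 100% control is not disclosed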
Vif imaging = blocks HIV Vif function; HEK293T cells, Vif self-association by quenched fluorescence, imaging, 24 h; inhibition, % at 7.49 µM; actives 0.35% (n = 340,000); in the data active = inhibition above about 50%, passing the limit was not always enough; inconclusive = no clear call, values can overlap the other calls; inactive = below about 31%; note: some results filed as inactive read as strong as hits
NOD2-RIPK2 inh = inhibitors of human NOD2-RIPK2 interaction; O43353; AID 624267; inhibition, % at 4.98 µM; CHO BLA complementation NOD2-RIPK2, CCF4 ratio; actives 0.38% (n = 360,000); in the data active = inhibition above about 21%;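 note: 0% = vehicle only and 100% = reference blocker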
ABCB6 inh MLPCN = inhibitors of human ABC transporter ABCB6; Q9NP58; fluorescence ratio to DMSO, % at 10 µM; actives 0.19% (n = 360,000); K562-ABCB6 porphyrin accumulation, flow cytometry, 1 h; stronger effect = lower value; AID 602162;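 active = fluorescence ratio to DMSO below 75%, the collection mean minus 3 SD; inconclusive = too few cells collected in the well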;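 note: signal is porphyrin accumulated inside mitochondria; 100% equals median channel fluorescence of DMSO control wells; lower ratio means ABCB6 inhibition with less porphyrin fluorescence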
aDG glyco act = increases alpha dystroglycan glycosylation | actives 0.22% (n = 360,000) | Pro5-aDG cells, alpha-DG glycosylation AlphaScreen (IIH6); 0% Pro5, 100% B10-LARGE cell signal | activation, % at 10 µM;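 active = activation of at least 8% versus controls, or a plate z-score of at least 8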;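 note: Pro5 are CHO cells carrying HIG-tagged alpha-DG that lacks glycosylation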
Glyco luc inh = N-linked glycosylation inhibition; actives 0.23% (n = 360,000); reporter increase, % at 12.5 µM; D54 ERlucT glycosylation luciferase reporter, 24 h; percent of 100 nM tunicamycin response; AID 588692;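 active = mean luciferase reporter signal, scaled so untreated is 0 and the glycosylation-blocking control 100, at or above a set limit in every replicate; inconclusive = mean reaches the limit but not every replicate does; inactive = mean below the limit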;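 note: luciferase carries N-glycosylation sites so blocking glycosylation raises the light; 0% = median of neutral control wells and 100% = median of 100 nM tunicamycin wells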
* hit, by the source's call; ? = inconclusive; . = no result given. These rows are one share of the data; rates above refer to the full screens.

Structure	TLR9-MyD88 block	Granule exo inh	MC4R ag barr	MC4R antag cAMP	ABHD5-PLIN5 inh	Vif imaging	NOD2-RIPK2 inh	ABCB6 inh MLPCN	aDG glyco act	Glyco luc inh
O=C(CCNC(=O)c1ccco1)NC(Cc1c[nH]c2ccccc12)C(=O)O (configuration not stated)	-5.7	2.6	-2.1	-1.9	1.8	11.6	-3.3	92.0	0.0	1.0
COc1ccc(N(C(=O)CNC(=O)c2ccco2)C(C(=O)NC2CCCC2)c2cccnc2)cc1 (configuration not stated)	5.8	-19.0	-1.5	2.4	11.2	17.0	-4.0	100.0	-0.1	1.9
COc1ccc(CN2C(=O)CN(S(C)(=O)=O)CC2(C)C(=O)NC(C)C)cc1 (configuration not stated)	.	2.5	.	.	-3.2	.	-11.4	.	0.2	.
Cc1ccc(S(=O)(=O)N(CC(=O)N2CCN(c3ccccc3F)CC2)C2CCCCC2)cc1	-4.5	1.0	-1.9	-0.1	-3.0	-6.0	-14.6	92.0	0.0	-4.7
CC(C)Nc1nc(NCCOc2ccccc2)c2sccc2n1	.	-3.8	0.4	4.3	11.8	?	-0.5	96.0	1.8	-2.0
COc1ccc(Cc2nnc(NC(=O)Nc3ccccc3F)s2)cc1OC	3.7	-5.2	14.3*	-2.0	-6.6	5.7	-2.8	100.0	0.1	8.4
CSCC[C@H](NC(=O)OC(C)(C)C)c1nnc(SCc2ccc(F)cc2)o1	-10.1	1.9	0.5	6.4	0.5	-14.3	0.9	97.0	1.3	-3.5
CNCC(O)c1ccc(OC(=O)C(C)(C)C)c(OC(=O)C(C)(C)C)c1 (configuration not stated)	-9.6	5.8	0.8	7.4	-1.4	-0.9	4.8	99.0	0.0	-1.9
O=C(O)c1ccc(NS(=O)(=O)c2ccc3c(c2)C2C=CCC2C(c2ccccc2F)N3)cc1 (configuration not stated)	-5.4	-0.4	-2.6	6.9	1.5	3.6	0.3	102.0	0.1	1.6
O=C(NCC(=O)N(c1cccnc1)C(C(=O)NC1CCCC1)c1ccccc1)c1ccco1 (configuration not stated)	2.1	-1.2	-1.2	1.2	1.5	0.8	-6.9	96.0	-0.3	-1.9
COc1ccc(OCc2nnc(SCC(N)=O)n2N)cc1	5.4	1.0	-1.8	-5.3	-2.1	2.9	1.2	106.0	-0.3	-2.6
O=C(Cc1ccc(Cl)cc1)N/N=C/c1ccccc1	-4.8	6.0	-1.8	0.9	-3.4	-10.9	-7.3	97.0	1.0	0.8
Cc1ccc(C(=O)NCCNC(=O)Cc2ccccc2)cn1	1.4	-5.1	-2.1	7.2	2.5	-10.1	-0.5	104.0	0.0	2.3
Cc1ccc(CNC(=O)N2CCN(C)CC2)cc1	-1.9	10.7	0.5	-2.1	-8.7	-4.8	2.3	88.0	-0.1	2.3
CCOc1ccccc1NC(=O)Cc1coc2ccc(C)cc12	2.6	-2.6	0.7	2.1	-5.1	-4.5	-10.5	98.0	0.2	-3.2
COc1ccc(/C=C/C(=O)NCC(=O)N/N=C(/C)c2ccco2)cc1	4.2	1.2	1.8	-5.2	6.7	1.4	-12.7	95.0	-0.1	1.3
O=C(COC(=O)CSc1ccc2ccccc2c1)NCc1ccc2c(c1)OCO2	-4.9	-7.8	-2.2	3.7	-3.0	8.9	10.8	65.0*	-0.3	3.8
CCCC(C(=O)NCc1ccco1)N(Cc1ccco1)C(=O)CNS(=O)(=O)c1ccccc1 (configuration not stated)	9.2	26.2	-0.5	2.3	0.3	0.0	0.2	96.0	0.0	-1.0
COc1cc(NC(=O)NCC2CCN(Cc3ccc(C)cc3)CC2)cc(OC)c1OC	-4.2	-7.1	-0.8	0.6	-11.7	2.2	-3.0	100.0	-0.1	-1.6
CC1=C(C(=O)Nc2ccccc2C)C(c2cccnc2)n2nc(CCCO)nc2N1 (configuration not stated)	-12.8	-0.5	-1.0	9.8	-2.9	3.7	0.8	97.0	-0.4	4.0
C[N+](C)(C)CCNC(=O)c1c(O)c2c([nH]c1=O)CCCC2	13.3	0.9	0.0	1.4	0.7	4.8	0.0	90.0	-0.2	1.3
O=C(C1CCN(S(=O)(=O)c2ccc(Cl)c(C(F)(F)F)c2)CC1)N1CCC1	6.3	-3.0	2.9	5.7	5.0	-3.0	-7.8	90.0	0.2	0.7
CC(=O)Nc1cccc2c1Cc1ccccc1-2	-14.4	-3.3	-1.2	-6.2	4.8	-1.0	-10.4	97.0	0.0	-0.7
C=C(C(=O)Oc1c(C(C)(C)C)cccc1C(C)(C)C)c1ccccc1	-11.2	-3.7	-0.4	15.1	-1.1	.	-6.3	105.0	0.0	-3.2
Cc1cc(F)ccc1NCC(=O)Nc1ccccc1Br	-4.5	-1.6	0.5	0.0	6.2	0.6	13.3	89.0	-0.3	-8.2
COc1cccc(CNC(=O)C2CCN(S(=O)(=O)N3CCC4(CC3)OCCO4)CC2)c1	-10.3	1.5	0.8	8.6	-1.7	.	-18.4	102.0	0.0	0.8
Cc1ccccc1-n1c(O)c(/C=N/N2CCCCC2c2cccnc2)c(=O)[nH]c1=O (configuration not stated)	-0.8	0.6	3.8	-5.4	10.0	-1.0	-31.1	95.0	0.7	2.3
O=C1Nc2cccnc2N(C(=O)CCl)c2ccccc21	-10.3	15.1	-1.1	-5.2	4.3	9.7	1.3	98.0	0.3	-1.4
COc1ccc(C)cc1NC(=O)C1CC(=O)N(CCc2ccccc2)C1 (configuration not stated)	0.7	5.1	-1.1	9.0	-6.3	3.4	-0.1	101.0	0.0	1.6
CSCCC(C(=O)Nc1c(C)cccc1C)n1c(-c2cc(C)cs2)nc2ccccc21 (configuration not stated)	.	-13.6	.	.	-7.4	.	-21.3	.	-0.1	.
COC(=O)/C=C1/S/C(=N/N=C/c2ccco2)NC1=O	.	-7.1	-1.4	5.8	4.3	-1.8	-8.0	100.0	-0.1	1.0
CCOc1ccc(Cc2noc3c2C(=O)CCC3)cc1OCC	7.1	1.4	-1.5	7.2	-3.8	1.5	-7.0	104.0	-0.3	2.3
O=C(Cn1cnc2sc(-c3ccccc3)cc2c1=O)NCc1ccccc1	5.3	14.1	-0.5	-7.6	3.2	21.6	-9.0	99.0	0.0	15.4
O=C1CC2(CCN(C(=O)c3ccc(F)c(F)c3)CC2)Oc2ccccc21	-8.4	-6.8	-2.4	4.3	-2.8	-12.9	3.5	102.0	-0.1	1.8
CCOC(=O)[C@]12CCCC=C1N(Cc1ccccc1)C(=O)[C@H](CC(=O)N1CCCCCC1)C2	.	-1.6	.	.	2.1	.	13.5	.	0.5	.
O=C(c1ccc(OC2CCN(CCc3ccccc3)CC2)cc1)N1CCCC(CCCO)C1 (configuration not stated)	-20.2	0.1	-2.2	15.0	5.8	-17.2	1.6	95.0	0.8	-4.6
CS(=O)(=O)N1CCC(Oc2ccccc2C(=O)NCCCc2cccnc2)CC1	-1.3	-3.0	-3.5	7.2	-9.1	-1.0	1.4	101.0	1.2	-0.4
COC(=O)c1cc(S(=O)(=O)N2CCN(c3ccc(F)cc3)CC2)c[nH]1	-18.4	0.9	0.3	3.0	-2.1	-1.8	-0.3	46.0*	-0.3	1.3
Cc1ccc(C)c(N2CCN(C(=O)COc3cc(=O)n(C)c4ccccc34)CC2)c1	-12.6	7.9	0.2	-12.6	7.5	-23.0	3.0	100.0	0.4	2.3
N#Cc1c(-c2ccc3c(c2)OCO3)csc1N	-2.9	4.7	0.8	5.6	-2.9	.	0.3	96.0	-0.1	-0.7
CCOc1ccc(NC(=O)CSc2nc(=O)n(CCN3CCOCC3)c3c2CCCC3)cc1	-1.5	-1.6	-3.9	2.6	14.3	.	-4.4	97.0	0.1	-1.3
O=C(COC(=O)Cn1cnc2ccccc2c1=O)Nc1ccccc1Sc1ccc(Cl)cc1	3.1	-3.8	-3.2	16.7	-1.5	-9.7	1.9	95.0	-0.2	-4.4
CSc1ccccc1C(=O)N1CCCC(CCC(=O)NCc2ccc(F)c(F)c2)C1 (configuration not stated)	3.1	-0.6	-0.5	2.9	-4.8	-9.0	2.1	102.0	-0.1	0.1
Nc1cc(F)ccc1N1CCCCCC1	-3.3	0.0	2.0	0.3	2.5	4.4	-5.4	97.0	-0.2	1.9
CN(C)c1ccc(C2N(c3ccc(Cl)cc3)C(=O)C3CCCN32)cc1 (configuration not stated)	0.2	2.1	0.0	-3.8	-3.4	9.7	-5.8	104.0	1.1	-2.2
O=C(CSc1nnc2ccc(-c3ccncc3)nn12)Nc1ccc(F)cc1	6.2	-5.0	-3.4	-0.2	3.0	17.7	0.4	99.0	0.3	-3.7

Part of the list above, with each value named.
Molecule: COC(=O)c1cc(S(=O)(=O)N2CCN(c3ccc(F)cc3)CC2)c[nH]1
  TLR9-MyD88 block = -18.4
  Granule exo inh = 0.9
  MC4R ag barr = 0.3
  MC4R antag cAMP = 3.0
  ABHD5-PLIN5 inh = -2.1
  Vif imaging = -1.8
  NOD2-RIPK2 inh = -0.3
  ABCB6 inh MLPCN = 46.0*
  aDG glyco act = -0.3
  Glyco luc inh = 1.3
Molecule: O=C(COC(=O)Cn1cnc2ccccc2c1=O)Nc1ccccc1Sc1ccc(Cl)cc1
  TLR9-MyD88 block = 3.1
  Granule exo inh = -3.8
  MC4R ag barr = -3.2
  MC4R antag cAMP = 16.7
  ABHD5-PLIN5 inh = -1.5
  Vif imaging = -9.7
  NOD2-RIPK2 inh = 1.9
  ABCB6 inh MLPCN = 95.0
  aDG glyco act = -0.2
  Glyco luc inh = -4.4
